GC-B act: human GC-B receptor activators, primary screen, HEK293 GC-B cells, cGMP TR-FRET, EC30 CNP | 0% at EC30 CNP, 100% saturating CNP | activation, % at 10 µM | 370,000 compounds, 0.11% hits | Atrial natriuretic peptide receptor 2 (Homo sapiens), P20594;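 active means activation at 10 µM reaching about 35% in either raw or pattern-adjusted values, limit read from the data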
ASAP1 inh: inhibitors of human ASAP1 ArfGAP activity, primary screen, biochemical, fluorescence polarization. Arf-GAP with SH3 domain, ANK repeat and PH domain-containing protein 1 (Homo sapiens), …. ASAP1-stimulated ARF1 GTP hydrolysis, GDP FP detection. inhibition, % at 16.5 µM. 360,000 compounds, 0.19% hits. AID 624377, 2012; in the data active means inhibition above about 25%;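 further: 0% = vehicle with enzyme and substrate and 100% = no enzyme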
Target sequence (Q9ULH1 325-724 limits assumed): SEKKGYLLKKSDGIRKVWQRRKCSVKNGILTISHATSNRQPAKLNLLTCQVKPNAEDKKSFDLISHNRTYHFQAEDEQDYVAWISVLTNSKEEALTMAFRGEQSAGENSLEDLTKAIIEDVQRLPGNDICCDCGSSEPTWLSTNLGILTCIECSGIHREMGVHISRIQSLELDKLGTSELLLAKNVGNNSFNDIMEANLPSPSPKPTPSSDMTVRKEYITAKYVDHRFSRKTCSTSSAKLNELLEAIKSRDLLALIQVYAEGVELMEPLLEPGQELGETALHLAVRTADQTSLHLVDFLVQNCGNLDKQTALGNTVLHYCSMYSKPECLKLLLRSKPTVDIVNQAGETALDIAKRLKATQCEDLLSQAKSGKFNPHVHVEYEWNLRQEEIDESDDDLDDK
GAA850 FXN act: FXN promoter activators, primary screen, cell-based, luciferase luminescence, HEK293 lucGAA850; HEK293 lucGAA850 FXN promoter luciferase reporter, 24 h; percent of 10 µM SAHA response; activation, % at 6 µM; 360,000 compounds, 0.56% hits; AID 540364, 2011;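 active means activation above the average of all compounds screened plus 3 SD, cutoff fixed separately per campaign, cut at about 7.5% in these data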;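 further: 0% = DMSO wells and 100% = 10 µM SAHA wells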
ARFGAP1 inh: inhibitors of rat ARFGAP1 GAP activity, primary screen, biochemical, fluorescence polarization, GDP tracer | 360,000 compounds, 0.26% hits | ADP-ribosylation factor GTPase-activating protein 1 (Rattus norvegicus), Q62848 | Arfgap1-stimulated ARF1 GTP hydrolysis, GDP FP detection | inhibition, % at 16.5 µM | AID 651572, 2012;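 active means inhibition above a per-plate limit, mean inhibition of low control wells plus 3 SD, cut at about 25% in these data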;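 further: 0% = DMSO wells with enzyme and 100% = wells lacking Arfgap1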
Target sequence (Q62848 1-136 limits assumed): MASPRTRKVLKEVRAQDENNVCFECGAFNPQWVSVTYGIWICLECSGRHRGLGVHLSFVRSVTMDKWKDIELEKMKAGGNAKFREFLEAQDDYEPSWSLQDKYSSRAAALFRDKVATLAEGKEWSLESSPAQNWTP
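material = rat Arfgap1 catalytic domain, aa 1-136 | also added = human ARF1(Δ1-17)-GTP substrate | compound dosing = one concentration, 16.5 µM, DMSO 1.26% | times = GTP hydrolysis reaction 2 h at 25 °C | measured by = FP, GDP Alexa 633 tracer displaced from anti-GDP antibody, 620/688 nm | evaluation = percent inhibition of Arfgap1-stimulated GTP hydrolysis | replication = single well per compound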
sPLA2-III inh: human group III sPLA2 inhibitors, primary screen, biochemical, QFRET, BODIPY PC-A2 liposome substrate | QFRET BODIPY PC-A2 liposome hydrolysis, fluorescence | inhibition, % at 12.2 µM | Group 3 secretory phospholipase A2 (Homo sapiens), Q9NZ20 | AID 743126, 2013 | 370,000 compounds, 0.56% hits;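 active means inhibition above mean plus 3 SD of compounds lying within the high and low control bounds, cut at about 19% in these data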;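 further: 0% = median of test compound wells and 100% = no enzyme DMSO wells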
rCAG RNA binder: binders of r(CAG) RNA repeats, primary screen, biochemical, fluorescence; r(CAG) RNA repeat, TO-PRO-1 dye displacement fluorescence; AID 651821, 2012; 370,000 compounds, 1.3% hits; inhibition, % at 3 µM;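 active means inhibition above the plate cutoff, the mean of all test compounds on that plate plus 3 SD, cut at about 35% in these data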;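 further: 0% = DMSO alone and 100% = 100 µM mitoxantrone as full dye displacement; higher means more dye released from RNA so lower well fluorescence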
DDE Tn6 FP inh: inhibitors of Tn6 peptide binding to fibrin DD(E), primary screen, biochemical, fluorescence polarization, human fibrin, Tn6 probe. Fibrinogen beta chain (Homo sapiens), P02675. Fibrin DD(E) TRITC-Tn6 fluorescence polarization displacement. inhibition, % at 8.3 µM. 370,000 compounds, 0.21% hits. AID 720509, 2013;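 active means inhibition above a per-campaign cutoff: mean of compounds within control limits plus 3 SD, cut at about 15% in these data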;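 further: 0% = median of all compound wells on the plate and 100% = blocking peptide control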
Target sequence (P02675 whole entry, looked up): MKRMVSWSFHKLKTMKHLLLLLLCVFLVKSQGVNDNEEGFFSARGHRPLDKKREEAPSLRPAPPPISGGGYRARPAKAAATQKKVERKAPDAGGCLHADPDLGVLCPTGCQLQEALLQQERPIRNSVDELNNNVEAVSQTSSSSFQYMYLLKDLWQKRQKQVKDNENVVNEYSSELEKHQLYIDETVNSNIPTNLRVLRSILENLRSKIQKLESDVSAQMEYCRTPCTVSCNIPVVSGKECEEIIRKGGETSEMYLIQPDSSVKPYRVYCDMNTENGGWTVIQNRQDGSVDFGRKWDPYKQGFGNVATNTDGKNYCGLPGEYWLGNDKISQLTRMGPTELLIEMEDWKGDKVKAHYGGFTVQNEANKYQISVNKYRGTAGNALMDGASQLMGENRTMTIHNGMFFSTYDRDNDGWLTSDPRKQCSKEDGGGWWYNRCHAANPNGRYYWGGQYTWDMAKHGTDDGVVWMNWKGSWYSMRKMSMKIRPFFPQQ
proKLK7 act: proKLK7 zymogen activators, primary screen, biochemical, fluorescence intensity; Kallikrein-7 (Homo sapiens), P49862; 370,000 compounds, 0.9% hits; activation, % at 7 µM; purified proKLK7, EDANS-DABCYL substrate fluorescence; 100% is mature enzyme control, 0% vehicle;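 active means activation above the mean of all tested compounds plus 3 SD, computed per campaign excluding outliers beyond control limits, cut at about 13% in these data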
NPR1 activator: GC-A stimulated cGMP production enhancers – HEK293 GC-A cells, cGMP TR-FRET, EC30 ANP, primary screen; Atrial natriuretic peptide receptor 1 (Homo sapiens), P16066; AID 1671463, 2021; 370,000 compounds, 0.14% hits; 0% at EC30 ANP, 100% saturating ANP; activation, % at 10 µM; in the data active means activation above about 40%
ADAM10 inh: human ADAM10 inhibitors, primary screen, biochemical, QFRET, HTS | inhibition, % at 7 µM | Disintegrin and metalloproteinase domain-containing protein 10 (Homo sapiens), O14672 | AID 720582, 2013 | recombinant ADAM10, EDANS/DABCYL FRET peptide cleavage, 3 h | 370,000 compounds, 0.62% hits;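 active means inhibition above a per-campaign cutoff equal to the mean of compounds falling between control-based bounds plus 3 SD, cut at about 20% in these data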;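 further: 0% = DMSO wells while the 100% control is not disclosed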
An asterisk follows results filed as active; · = no result given.

Values in the order – GC-B act	ASAP1 inh	GAA850 FXN act	ARFGAP1 inh	sPLA2-III inh	rCAG RNA binder	DDE Tn6 FP inh	proKLK7 act	NPR1 activator	ADAM10 inh
COc1ccc(N2CCN(CCNC(=O)Nc3ccc(C)cc3Cl)CC2)cc1
  -2	-2	2.6	1	7	-5	0	0.4	6	1
Cn1nc(C(C)(C)C)cc1NC(=O)C1(C)CCN1C(=O)C1(c2ccccc2)CCCC1 (stereo not given)
  -1	7	-0.5	-6	1	-1	9	0.3	-3	-6
O=C(Cc1ccc(Br)cc1)N1CCCC1
  5	14	2.0	-2	-3	-1	2	0.2	1	-1
Cc1cc(C)cc(NC(=S)NCC2CCN(C(C)c3ccccc3)C2)c1 (stereo not given)
  -6	-16	-0.9	8	10	-1	6	-0.1	-13	1
CC1(C)SC2c3ccccc3C(=O)N2[C@@H]1C(=O)NC1CC1 (stereo not given in full)
  3	-2	-0.9	14	1	1	4	0.5	-1	-3
CC(OC(=O)c1ccco1)C(=O)NCc1ccc2c(c1)OCO2 (stereo not given)
  1	13	1.6	-15	2	-1	-8	-0.3	-8	-8
COC(=O)C(CC(=O)c1ccc(C)cc1)n1cccn1 (stereo not given)
  0	-3	1.3	13	1	-5	1	-0.7	-3	8
COC(=O)C(C(=O)OC)C1CCCCC1NS(=O)(=O)c1ccc(C)cc1 (stereo not given)
  2	6	·	-3	11	0	7	-0.5	3	-17
CC(C(=O)Nc1cccc([N+](=O)[O-])c1)n1nnc2ccccc21 (stereo not given)
  -2	-3	0.1	-5	-10	1	-1	-0.4	-1	-2
CN(C(=O)CCCN1C(=O)c2ccccc2C1=O)C1CCCCC1
  2	-1	1.6	-2	1	1	5	0.7	2	-2
O=C(Oc1ccc(-c2ccccc2)cc1)c1ccco1
  -2	5	-1.6	6	-6	1	-5	-0.1	2	2
C=CCC[C@H](Cc1ccc(F)cc1)C(=O)OC[C@@H](Cc1c[nH]c2ccccc12)NC(=O)[C@@H](CC=C)CC(=O)N(CCO)Cc1ccccc1
  -8	-21	-11	14	-72	0	4	0.2	-2	41*
CCC(C(=O)NC(C)(C)C)N(Cc1ccc(F)cc1)C(=O)c1snc(C(N)=O)c1N (stereo not given)
  -8	4	1.5	4	0	-6	2	3.7	-10	-76
Cc1occc1C(=O)N1CCN(c2ncccn2)CC1
  0	1	-1.8	-3	8	1	3	-0.2	-2	-14
O=c1cc(O)n(C2CCCCCC2)c(=O)[nH]1
  -2	1	-1.3	8	10	23	-4	-0.8	1	-2
COCc1ccccc1C1=CC(=O)C[C@H](c2ccc(F)cc2)C1
  1	6	0.7	16	-1	-8	7	-0.5	0	8
O=[N+]([O-])c1ccccc1S(=O)(=O)Nc1ccc(-c2ccc(N3CCOCC3)nn2)cc1
  -9	-11	0.0	-3	-7	17	-1	-0.2	-1	-5
Cc1c(S(=O)(=O)N2CCN(c3cccc(C(F)(F)F)c3)CC2)c(=O)n(C)c(=O)n1C
  3	-8	-0.8	-14	6	2	1	-0.1	-1	-11
O=C(COC(=O)CCc1nc2ccccc2c(=O)[nH]1)NC1CCS(=O)(=O)C1 (stereo not given)
  2	3	0.6	6	-2	1	-1	0.2	-2	2
CCOc1cc(/C=C(\C(=O)O)c2ccc(S(=O)(=O)N3CCCC3)s2)ccc1OC
  -1	-6	1.7	10	0	9	-1	-3.9	-4	-113
CC(C(=O)N1CCCCC1)N1C(=O)c2ccccc2C1=O (stereo not given)
  3	5	-0.4	-7	1	-2	-4	0.3	3	7
CCC1=[N+](C)c2cccc3cccc(c23)N1C
  -2	14	1.3	9	12	-7	-14	0.4	12	-11
Cc1cc(=O)oc2c(C)c(OCC(=O)N3CCN(c4ccc(F)cc4)CC3)ccc12
  3	-12	0.4	-10	-11	3	-7	0.3	-5	-30
O=C(Nc1ccccn1)C1CCN(S(=O)(=O)c2ccc3c(c2)OCCO3)CC1
  3	-5	4.3	-5	16	6	-1	0.7	-2	-9
O=C(/C=C/c1ccco1)N1CCN(c2ccccc2)CC1
  6	3	3.5	2	1	-1	2	0.6	-2	-3
COc1ccc(CNC(=O)CN(C2CCCCC2)S(C)(=O)=O)cc1
  0	0	1.0	7	2	-2	2	0.4	0	8
CCOC(=O)N1CCc2c(sc(NC(=O)CN3CCOCC3)c2C(=O)Nc2ccccc2)C1
  -1	7	-5.0	15	-1	-4	-2	-0.1	7	-6
C/C(=N\NC(=O)c1cccc(Br)c1)c1ccccn1
  13	-8	-1.7	0	0	2	4	-0.2	15	7
O=C(NC1CCCCC1)C(c1ccc(F)cc1)N(Cc1ccc2c(c1)OCO2)C(=O)c1cnsn1 (stereo not given)
  -16	-4	-0.8	13	4	-1	2	-0.5	-11	4
c1ccc(OCCOc2ccccc2-c2nnco2)cc1
  -2	-3	0.0	3	-2	0	-1	0.4	-2	5

Additional entries follow:
Values in the order – GC-B act	ASAP1 inh	GAA850 FXN act	ARFGAP1 inh	sPLA2-III inh	rCAG RNA binder	DDE Tn6 FP inh	proKLK7 act	NPR1 activator	ADAM10 inh
COc1ccccc1N(C(=O)Cn1nnc2ccccc21)C(C(=O)NCc1ccco1)c1ccc(C)o1 (stereo not given)
  -6	3	-1.1	-3	-10	-10	4	-0.1	-11	0
CN1C(=O)C[C@@](C#N)(C(=O)Nc2nc3ccc(F)cc3s2)[C@H]1c1ccccc1
  -10	·	·	·	-6	3	-5	0.0	5	-2
Cc1cc(CN2CCOCC2)c(O)c(C2(C)CCCCC2)c1
  2	-13	1.4	-5	3	1	8	-0.2	2	4
Cc1ccnc(NC(=O)c2ccc(NC(=O)CC3SC(N4CCCC4)=NC3=O)cc2)c1 (stereo not given)
  1	-1	1.7	-2	13	-1	0	0.3	1	-1
Cc1ccc(NC(=O)CSc2nnc(-c3cccs3)o2)cc1S(=O)(=O)N1CCCCC1
  -2	10	2.6	8	-15	4	1	-0.2	-3	-1
O=S(=O)(NCC1NCCc2ccccc21)c1ccccc1 (stereo not given)
  -1	0	2.7	5	4	2	0	-0.2	-2	-10
Cc1cccc(C)c1OCC(=O)NNC(=O)CCCn1c(=O)oc2ccccc21
  3	10	1.4	-3	0	2	-3	-0.1	0	-6
Cc1cc(C)nc(NS(=O)(=O)c2ccc(NC(=O)C3(c4ccc([N+](=O)[O-])cc4)CCCC3)cc2)n1
  0	1	2.3	5	-42	40*	6	-0.1	-4	0
COc1ccc(OCC(=O)Nc2nc3c(s2)CCCC3)cc1
  -6	13	0.1	5	-1	0	4	0.2	-2	-1
CCc1cccc(NC(=O)CN(C)S(=O)(=O)c2cccc3nsnc23)c1
  -5	2	-1.3	-3	-12	-1	3	0.0	-6	-3
CCOc1ccc(S(=O)(=O)Nc2ccncc2)c(C)c1C
  4	5	-1.3	2	-62	-2	-1	0.6	0	-4
CCCNc1nc2c(c(=O)n(C)c(=O)n2C)n1CCc1ccccc1
  2	-11	-1.8	5	-6	-6	10	0.2	3	-5
CC(=O)NC1(c2ccc(F)cc2)CCN(C(=O)Nc2ccc(F)cc2F)CC1
  -1	-10	2.0	-16	6	-1	0	0.2	1	6
CS(=O)(=O)N[C@@H]1C[C@@H]2O[C@H](CO)CC[C@@H]2O[C@@H]1CCc1ccc(/C=C/c2ccccc2)cc1
  -4	·	·	·	-40	3	-7	-0.3	3	0
Cc1ccccc1Cc1c(C)nc2ncnn2c1C
  2	9	-1.1	2	1	-2	-8	0.1	-2	-1
COc1cc(NC(=O)C2=C(C)OCCS2)c(Cl)cc1C(=O)NCCCN1CCCC(C)C1 (stereo not given)
  6	3	-2.1	-20	-7	8	-9	-0.1	2	1
O=C(Nc1ccc(Oc2cccnc2)cc1)c1ccc([N+](=O)[O-])cc1
  -8	0	-1.8	-2	1	-1	-2	-0.1	2	1
CCCCN(C(=O)c1ccco1)c1nnc(-c2cc(OC)c(OC)c(OC)c2)s1
  6	-10	-1.0	-1	-1	-2	3	0.2	4	-6
Cc1nn(-c2ccccc2)c(C)c1[N+](=O)[O-]
  -2	-11	2.6	-8	-1	3	6	-0.1	4	-6
O=S(=O)(NCC(Nc1ccccc1)c1ccccc1)c1ccc(Cl)cc1 (stereo not given)
  -15	-7	6.1	5	-27	4	1	-0.1	-35	15
O=C(c1cc2nc(C3CC3)cc(C(F)F)n2n1)N1CCOCC1
  -1	10	3.6	3	-2	10	8	0.3	0	-6
CCNc1sc(C(=O)OCC)c(N)c1C#N
  2	-9	1.9	-6	1	0	8	-0.2	5	-1
O=C(NC(=S)NNC(=O)c1ccco1)c1ccccc1
  0	9	2.7	4	13	2	1	0.7	1	8
COc1cccc(CN(C(=O)c2ccccc2Cl)C2CCS(=O)(=O)C2)c1 (stereo not given)
  -4	10	0.0	-1	7	-6	3	0.1	-1	0
CCc1ccc(OCC(=O)NC(=S)Nc2cccc(CO)c2)c(Br)c1
  1	-11	1.6	1	-7	3	8	0.1	1	5
COc1ccc(C(C)(C)C)cc1NC(=O)c1c(C)noc1C
  2	0	-0.2	-2	6	-4	2	0.6	-1	2
CCn1c(=O)n(CC)c2cc(N3CCCC3)c(NC(=O)c3ccccc3C)cc21
  1	0	0.9	8	12	-9	4	-0.6	0	-17
Cn1c(=O)c(NC(=O)c2ccccc2)c2n(c1=S)CCCCC2
  1	-9	1.4	-4	1	0	-2	-0.2	1	4
CCn1c(C(Cc2ccccc2)NC(=O)COC)nc2ccccc21 (stereo not given)
  -12	9	4.0	1	-1	1	-4	0.1	-8	-1
CN(C)c1ccc(C(=O)OCC(=O)NCCNC(=O)COC(=O)c2ccc(N(C)C)cc2)cc1
  -1	3	-1.8	1	-3	0	2	-7.2	0	6
CCN1CCN(c2ccc(S(=O)(=O)N3CCCCC3)cc2NC(=O)/C=C/c2ccc(F)cc2)CC1
  -2	6	-1.3	12	-13	-2	-1	-0.6	0	3

Compound profiles, as listed above:
COc1cc(NC(=O)C2=C(C)OCCS2)c(Cl)cc1C(=O)NCCCN1CCCC(C)C1 (stereo not given) across the screens: GC-B act = 6; ASAP1 inh = 3; GAA850 FXN act = -2.1; ARFGAP1 inh = -20; sPLA2-III inh = -7; rCAG RNA binder = 8; DDE Tn6 FP inh = -9; proKLK7 act = -0.1; NPR1 activator = 2; ADAM10 inh = 1
CCn1c(=O)n(CC)c2cc(N3CCCC3)c(NC(=O)c3ccccc3C)cc21 across the screens: GC-B act = 1; ASAP1 inh = 0; GAA850 FXN act = 0.9; ARFGAP1 inh = 8; sPLA2-III inh = 12; rCAG RNA binder = -9; DDE Tn6 FP inh = 4; proKLK7 act = -0.6; NPR1 activator = 0; ADAM10 inh = -17
